# GluA2 TARP mod = GluA2-stargazin AMPA receptor complex modulation; calls only at 30 µM; 3.5% of 40,000 active; O88602+P19491; HEK293 GluA2+stargazin, membrane potential dye (FDSS), glutamate EC50; hits were called plate by plate, in both directions;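 active = any of four per-well response measures lying three or more SD from its plate-wide compound average, in either direction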
# Target sequence (O88602 whole entry, looked up): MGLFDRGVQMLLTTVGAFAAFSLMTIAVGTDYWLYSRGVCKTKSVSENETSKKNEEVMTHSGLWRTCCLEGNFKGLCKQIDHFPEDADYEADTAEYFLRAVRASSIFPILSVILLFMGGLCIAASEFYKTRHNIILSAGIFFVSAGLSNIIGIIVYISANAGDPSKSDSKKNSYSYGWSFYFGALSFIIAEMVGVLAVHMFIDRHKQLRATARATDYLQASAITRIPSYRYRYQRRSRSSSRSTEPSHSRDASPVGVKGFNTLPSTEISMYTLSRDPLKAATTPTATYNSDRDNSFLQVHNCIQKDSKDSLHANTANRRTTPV
# Target sequence (P19491 whole entry, looked up): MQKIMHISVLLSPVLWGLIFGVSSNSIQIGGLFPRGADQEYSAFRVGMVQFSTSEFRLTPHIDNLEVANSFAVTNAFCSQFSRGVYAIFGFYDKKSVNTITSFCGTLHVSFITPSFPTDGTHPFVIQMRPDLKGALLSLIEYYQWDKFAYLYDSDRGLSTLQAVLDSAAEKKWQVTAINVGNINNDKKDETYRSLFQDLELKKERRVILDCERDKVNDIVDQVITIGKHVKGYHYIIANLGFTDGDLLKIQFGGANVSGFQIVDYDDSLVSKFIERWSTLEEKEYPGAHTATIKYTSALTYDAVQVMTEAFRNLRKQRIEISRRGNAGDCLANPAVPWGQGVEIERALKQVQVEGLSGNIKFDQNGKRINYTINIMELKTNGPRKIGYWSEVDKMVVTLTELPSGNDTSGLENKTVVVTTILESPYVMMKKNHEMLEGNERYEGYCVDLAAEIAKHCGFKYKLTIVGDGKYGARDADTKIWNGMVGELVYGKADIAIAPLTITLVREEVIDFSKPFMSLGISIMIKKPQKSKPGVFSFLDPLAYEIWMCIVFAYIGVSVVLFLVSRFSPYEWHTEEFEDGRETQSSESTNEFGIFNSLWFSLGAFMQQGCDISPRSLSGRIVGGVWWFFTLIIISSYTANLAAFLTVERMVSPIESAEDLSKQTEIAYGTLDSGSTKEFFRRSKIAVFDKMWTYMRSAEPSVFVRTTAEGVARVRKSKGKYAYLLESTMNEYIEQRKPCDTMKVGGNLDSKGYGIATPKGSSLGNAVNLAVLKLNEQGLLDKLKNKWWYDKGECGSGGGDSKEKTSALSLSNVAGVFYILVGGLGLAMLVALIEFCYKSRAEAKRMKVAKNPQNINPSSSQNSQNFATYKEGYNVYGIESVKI
# GluA2 TARP mod agonism max-min = second read-out of GluA2 TARP mod, no call of its own (marks repeat the call); compound max-min signal; compound-alone response (agonism);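 unitless range of fluorescence divided by baseline over first 100 seconds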
# GluA2 TARP mod glutamate slope = recorded beside GluA2 TARP mod, whose call it bears; glutamate slope, % of max; measured here: glutamate response slope, % max;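 scaled per plate between vehicle wells and maximal 1 mM glutamate control wells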
# * hit, by the source's call; i = inactive; + = active, no number. An excerpt, so the mix of outcomes need not match the whole.
# Start of the data: the first 6 entries as a preview:
SMILES,GluA2 TARP mod,GluA2 TARP mod agonism max-min,GluA2 TARP mod glutamate slope
COc1cc(OC)cc(C(=O)Nn2cnc3c(cnn3C(C)(C)C)c2=O)c1,i,0.0219,35.5
COc1ccc(CCn2c(N3CCCC3)nc3c2c(=O)[nH]c(=O)n3C)cc1,i,0.0887,61.5
CC(=O)N1CCN(c2nc3c(c(=O)[nH]c(=O)n3C)n2CCCc2ccccc2)CC1,i,0.0712,46.8
O=C(c1cnccn1)N1CC(C(=O)N2CCN(Cc3ccccn3)CC2)C1,i,0.0787,64.3
COc1ccc(/C=N/S(=O)(=O)c2cccnc2)cc1OC,i,0.0371,39.4
CS(=O)(=O)N1CCC(C(=O)NCC2CCN(C(=O)COc3ccccc3)CC2)CC1,i,0.065,62.3

# Results, from the start:
SMILES,GluA2 TARP mod,GluA2 TARP mod agonism max-min,GluA2 TARP mod glutamate slope
COc1cc(OC)cc(C(=O)Nn2cnc3c(cnn3C(C)(C)C)c2=O)c1,i,0.0219,35.5
COc1ccc(CCn2c(N3CCCC3)nc3c2c(=O)[nH]c(=O)n3C)cc1,i,0.0887,61.5
CC(=O)N1CCN(c2nc3c(c(=O)[nH]c(=O)n3C)n2CCCc2ccccc2)CC1,i,0.0712,46.8
O=C(c1cnccn1)N1CC(C(=O)N2CCN(Cc3ccccn3)CC2)C1,i,0.0787,64.3
COc1ccc(/C=N/S(=O)(=O)c2cccnc2)cc1OC,i,0.0371,39.4
CS(=O)(=O)N1CCC(C(=O)NCC2CCN(C(=O)COc3ccccc3)CC2)CC1,i,0.065,62.3
Cn1c(=O)c2c(nc(NCCC(c3ccccc3)c3ccccc3)n2CC(=O)O)n(C)c1=O,i,0.0644,35.7
CC(C)c1ccc(NC(=O)C(=O)NCC2CCN(c3cnccn3)CC2)cc1,i,0.098,59.7
CN1CCC(CNC(=O)c2cccc(C(F)(F)F)c2)CC1,i,0.0711,59.6
COc1ccc(S(=O)(=O)c2c(C)cc(C)n(CC(=O)Nc3ccc(OC)cc3OC)c2=O)cc1,i,0.0632,65.3
O=C(Nc1nnc(C2CCCCC2)o1)c1ccc(Br)o1,i,0.0426,53.2
Cc1ccc2sc(=NC(=O)c3ccn(C)n3)n(C)c2c1C,i,0.153,64.1
O=C(c1ccc2c(=O)n(Cc3ccccc3Cl)c(=S)[nH]c2c1)N1CCCC1,i,0.134,64.0
Cc1cn2c3c(=O)n(CCN4CCCCC4)c(=O)n(C)c3nc2n1-c1ccc(Oc2ccccc2)cc1,i,0.0649,32.7
Cc1cc(NC(=O)CC(C)(C)C)n(-c2nc3c(cnn3-c3ccc(C)c(C)c3)c(=O)[nH]2)n1,i,0.0959,41.7
CCOC(=O)c1ccsc1NC(=O)C1CCCN(S(C)(=O)=O)C1 (centres undefined),i,0.0782,47.9
COc1ccc(C(=O)Nc2ccc(-n3c(C)nc4ccccc4c3=O)cc2)cc1OC,i,0.0632,7.7
COc1cccc(-c2ccc(=O)n(CCCC(=O)Nc3cccc(C(F)(F)F)c3)n2)c1,i,0.0866,41.0
Cc1ccc(N2CCN(C(=O)c3ccc(N4CCCS4(=O)=O)cc3)CC2)c(C)c1,i,0.0393,62.6
NS(=O)(=O)CCCOc1ccc(F)cc1,i,0.0993,60.2
CC(NC(=S)NC(=O)c1ccc(-c2ccccc2)cc1)c1ccccc1 (centres undefined),i,0.0728,34.4
CC(C)N1CCC(CNC(=O)C(=O)NC(C)(C)C)CC1,i,0.115,62.2
Cc1cc(C)n(CCNC(=O)/C=C/c2ccco2)n1,i,0.138,65.1
O=C(Nc1ccc2c(c1)C(=O)N1CCCCC1CCO2)Nc1ccccc1C(F)(F)F (centres undefined),i,0.114,55.9
Cc1ccc(C(CNC(=O)C(=O)Nc2cc(Cl)ccc2C#N)N2CCOCC2)cc1 (centres undefined),i,0.0406,47.5
# Other records follow:
SMILES,GluA2 TARP mod,GluA2 TARP mod agonism max-min,GluA2 TARP mod glutamate slope
CC(=O)c1c(C)n(-c2ccccc2)c2ccc(OCC(N)=O)cc12,i,0.0302,43.3
O=C(CCc1ccccc1)NCC(O)(c1ccccc1)C(F)(F)F (centres undefined),i,0.137,54.1
O=C(CC1CCCC1)Nc1cc(-c2ccco2)nn1-c1nc2c(c(=O)[nH]1)CCC2,i,0.149,50.5
CC(=O)Nc1ccc(NC(=O)CCCn2nc(-c3ccc(C)cc3)ccc2=O)cc1,i,0.0199,15.7
Cc1ccc(NC(=O)Nc2cccc(Oc3ccc(C)nn3)c2)c(Cl)c1,i,0.0883,61.9
CCc1c(C#N)c(SCCC(=O)NCc2ccc3c(c2)OCO3)nc2c1C(=O)CC(C)(C)C2,i,0.077,55.2
CCOC(=O)C1CCCN(c2cc(=O)n(C3CCCCC3)c(=O)[nH]2)C1 (centres undefined),i,0.051,48.2
CS(=O)(=O)c1ccc(NC(=O)COc2ccc(F)cc2)cc1,i,0.0783,70.2
CCC(=O)c1ccc(OCC(O)CN2CCN(c3ccccc3F)CC2)cc1 (centres undefined),i,0.0475,47.7
Cc1nn(-c2nc3ccccc3[nH]2)c(=O)c2ccccc12,+,0.173*,44.6*
Cc1cn2c3c(=O)n(Cc4ccccc4Cl)c(=O)n(C)c3nc2n1CCO,i,0.105,66.1
Cc1cc2nn(CC(=O)N3CCCC3)c(=O)n2c(Nc2ccc(C)c(F)c2)n1,i,0.0802,61.0
COc1ccc(-c2ccc(=O)n(Cc3ccccc3)n2)cc1OC,i,0.0402,54.9
COc1ccc(N(Cc2ccccc2)S(=O)(=O)c2ccc3nncn3c2)cc1,i,0.0931,63.0
CN1CCN(CC(O)COC23CC4CC(CC(C4)C2)C3)CC1 (centres undefined),i,0.0675,46.9
CCCCNC(=O)C(=O)NCCC1=CCCCC1,i,0.135,40.5
Cc1ccc(-n2ccnc(SCc3ccc([N+](=O)[O-])cc3)c2=O)cc1,i,0.0877,65.7
CCCCOc1ccc(C(=O)NCCn2nc(C(F)(F)F)n(C)c2=O)cc1,i,0.0991,55.6
O=S(=O)(NC1CCCC1)c1cccc2nsnc12,i,0.117,66.8
COc1ccc(NC(=O)c2nnn(-c3ccc(OC)cc3)c2N)cc1,i,0.114,48.3
CN(CC(=O)NCC1CCCO1)S(=O)(=O)c1cccc2cnccc12 (centres undefined),i,0.0459,59.5
CCOc1ccc(-c2ccc(SCCN3CCCCC3)nn2)cc1,i,0.0616,46.9
COc1ccc(-c2nnc(NC(=O)Cc3ccc(C)cc3)o2)c(OC)c1,i,0.162,76.3
CC1=NN(c2ccccc2)C(=O)C1C(=O)c1ccc(Br)o1 (centres undefined),+,0.266*,52.0*
COc1cc(COCC2CCN(C(=O)C(C)Oc3ccccc3)CC2)cc(OC)c1 (centres undefined),i,0.0468,65.7

# Only GluA2 TARP mod glutamate slope, for 4 of the compounds above:
smiles | GluA2 TARP mod glutamate slope
Cc1ccc(C(CNC(=O)C(=O)Nc2cc(Cl)ccc2C#N)N2CCOCC2)cc1 (centres undefined) | 47.5
CCCCOc1ccc(C(=O)NCCn2nc(C(F)(F)F)n(C)c2=O)cc1 | 55.6
CC(C)N1CCC(CNC(=O)C(=O)NC(C)(C)C)CC1 | 62.2
O=C(c1cnccn1)N1CC(C(=O)N2CCN(Cc3ccccn3)CC2)C1 | 64.3

# The listing continues.
SMILES,GluA2 TARP mod,GluA2 TARP mod agonism max-min,GluA2 TARP mod glutamate slope
CC(=O)Nc1cccc(NC(=O)C(=O)NCc2ccccc2)c1,i,0.1,71.7
O=C(Nc1ccc(N2CCCS2(=O)=O)cc1)c1cccc([N+](=O)[O-])c1,i,0.0399,47.8
OC(COC1CCCC1)CN1CCN(c2ccc(F)cc2)CC1 (centres undefined),i,0.114,54.7
Cc1cc(C)nc(NC(=O)c2ccc(C(=O)Nc3cc(C)cc(C)n3)cc2)c1,i,0.0778,12.9
O=C(COc1ccc(Cl)cc1Cl)Nc1ccc2c(c1)N(C(=O)C1CCCO1)CC2 (centres undefined),i,0.102,59.1
O=C(C1=C(O)C(=O)N(CCCN2CCOCC2)C1c1ccccn1)c1ccco1 (centres undefined),i,0.118,42.7
O=C(Cc1ccccc1)Nc1nnc(CS(=O)(=O)c2ccccc2)o1,i,0.0947,48.6
COC(=O)c1ccc(C(=O)Nc2cccc(N3CCCCC3=O)c2)cc1,i,0.0908,71.6
COc1ccc(OC)c(Nc2nc(CC(=O)NCc3cccs3)cs2)c1,i,0.145,83.5
CCOc1ccc(CC(=O)N2CCN(c3ncnc4c3nnn4-c3cccc(F)c3)CC2)cc1,i,0.0745,61.0
CNC(=O)C(=O)NCCC1CCCCN1S(=O)(=O)c1ccc(C)cc1 (centres undefined),i,0.0997,76.2
CC(C)(C)N1CC(c2nc3ccccc3n2Cc2ccc(Cl)cc2)CC1=O (centres undefined),i,0.107,62.0
NC(=O)Cn1nnn(-c2ccc(NC(=O)C3COc4ccccc4O3)cc2)c1=O (centres undefined),i,0.134,83.4
COc1ccccc1CNC(=O)C(=O)c1cn(CC(=O)N2CCOCC2)c2ccccc12,i,0.0879,47.9
CC1CC(=O)Nc2c1c(NC(=O)c1nc3ccccc3s1)nn2C (centres undefined),i,0.126,52.4
COC(=O)Cn1c(=O)c2c(nc3n(-c4ccccc4C)c(C)cn23)n(C)c1=O,i,0.0804,63.5
CN(C)C(CNC(=O)C1(c2ccccc2)CCOCC1)c1cccs1 (centres undefined),i,0.0976,40.7
COc1ccc(S(=O)(=O)N2CCC(C(=O)Nc3nc4c(C)cccc4s3)CC2)cc1,i,0.0839,41.7
CCCCN(C)C(=O)Cn1c(Cc2ccc(OC)cc2)nc2ccccc21,i,0.0374,63.9
Cc1ccc(NC(=O)C(=O)NCC2CCN(C(=O)NC(C)(C)C)CC2)cc1C,i,0.113,57.4
CCOc1ncccc1C(=O)N1CCN(c2ccc(-c3ccc(OC)c(OC)c3)nn2)CC1,i,0.0737,37.1
Cc1nn(C2CCS(=O)(=O)C2)c2nc(-c3ccco3)cc(C(=O)N3CCOCC3)c12 (centres undefined),i,0.0518,25.6
COC1CCN(S(=O)(=O)c2ccc(Cl)s2)CC1,i,0.0808,59.0
COc1cc(NC(=O)c2ccc(F)c(F)c2)ccc1N1CCCC1=O,i,0.1,58.2
C=CCn1c(C2CC(=O)N(Cc3ccccc3)C2)nc2ccccc21 (centres undefined),i,0.0407,43.0
# Going on with the list.
SMILES,GluA2 TARP mod,GluA2 TARP mod agonism max-min,GluA2 TARP mod glutamate slope
Cn1cnc2cc(OC(=O)c3ccc4ncsc4c3)ccc21,i,0.224,36.5
CC1CN(C2CCCCC2)c2nc3c(c(=O)n(CC(=O)O)c(=O)n3C)n2C1 (centres undefined),i,0.0873,48.6
O=C(Nc1nnc(-c2cccnc2)o1)C1CCN(S(=O)(=O)c2ccc(Cl)s2)CC1,i,0.149,94.6
O=C(Nc1nnc(COc2ccccc2)o1)C1CCCC1,i,0.0721,45.6
Cc1ccc(-c2csc(NC(=O)C3CCCCN3S(=O)(=O)c3cccs3)n2)cc1 (centres undefined),i,0.0781,58.7
COc1cn(CC(=O)Nc2ccc([N+](=O)[O-])cc2)c(CSc2nncn2C)cc1=O,i,0.0397,48.0
O=C(NCCN1CCOCC1)C(=O)Nc1ccc2c(c1)OCCO2,i,0.0426,44.4
O=C1/C(=C/c2cccc([N+](=O)[O-])c2)Oc2cc(O)ccc21,i,0.0814,61.5
COc1cc(C(=O)Nc2cccc(N3CCCC3=O)c2)c([N+](=O)[O-])cc1OC,i,0.104,47.8
COc1cc(NC(=O)c2ccc(C(F)(F)F)cc2)ccc1N1CCCC1=O,i,0.103,45.9
Cc1ccc(C(=O)Nc2ccc(C(=O)NCCNC(=O)c3ccccc3C)cc2)cc1,+,0.0669*,69.7*
CCOc1ccc2nc(N(CCN3CCOCC3)C(=O)c3ccc(Br)s3)sc2c1,i,0.105,47.4
COc1ccc(CCS(=O)(=O)Nc2ccc3c(c2)N(C(C)=O)CC3)cc1,i,0.0917,47.2
CC(C)OC(=O)C1(C(=O)OC(C)C)CC2(COC(c3ccccc3)OC2)C1,+,0.0274*,59.7*
CCOc1ccc(NC(=O)C(=O)NCCCN2CCN(c3ccccc3)CC2)cc1,i,0.0847,63.4
CC1CN(c2ncnc3c2cnn3CCNC(=O)Cn2cnc3ccccc32)CC(C)O1 (centres undefined),i,0.0996,69.5
COCCNC(=O)c1cc(-c2ccc(OC)cc2)nc2c1c(C)nn2C1CCS(=O)(=O)C1 (centres undefined),i,0.0973,64.5
COc1ccc(S(=O)(=O)NCCc2cn3ccccc3n2)cc1F,i,0.0622,55.7
O=C(C(=O)N1CCOCC1)c1cn(CC(=O)N2CCCCC2)c2ccccc12,i,0.0831,59.8
CCCc1ccc(C(=O)Nc2ccc3c(c2)N(C(=O)C2CC2)CC3)cc1,i,0.103,72.0
CCCNC(=O)C(=O)NCCCN1CCN(c2ccccc2)CC1,i,0.0922,76.6
COc1ccc2nc(NC(=O)c3ccc(S(=O)(=O)N(C)Cc4ccco4)cc3)sc2c1,i,0.0595,52.9
COc1ccccc1C(=O)NCC(C)(O)c1ccccc1 (centres undefined),i,0.0405,60.8
COc1ccc(C(F)(F)F)cc1NC(=O)CSc1cc(N2CCOCC2)ncn1,i,0.0942,63.5
Cc1ccc(-n2ncc3c(=O)n(CC(=O)N4CCOCC4)cnc32)cc1C,i,0.0678,52.9
COc1ccc(CC(=O)Nc2ccc(N3CCCCC3=O)cc2)cc1,i,0.0906,46.5
COC(=O)c1ccc(/C=C2\Oc3cc(OC(=O)N4CCOCC4)ccc3C2=O)cc1,i,0.098,63.1
CCc1cccc2sc(N(Cc3ccncc3)C(=O)c3ccc([N+](=O)[O-])s3)nc12,i,0.0885,61.6

# Three records drawn at random from those above, as already listed:
SMILES,GluA2 TARP mod,GluA2 TARP mod agonism max-min,GluA2 TARP mod glutamate slope
COc1ccc(S(=O)(=O)NCCc2cn3ccccc3n2)cc1F,i,0.0622,55.7
COc1ccccc1CNC(=O)C(=O)c1cn(CC(=O)N2CCOCC2)c2ccccc12,i,0.0879,47.9
COc1ccc(N(Cc2ccccc2)S(=O)(=O)c2ccc3nncn3c2)cc1,i,0.0931,63.0
